From PubChem
E-sel inducer: E-selectin induction in HUVECs, primary screen, imaging, HUVEC, immunofluorescence imaging, single point; P16581; normalized: neutral wells 0, TNF-alpha wells 100; activation, % at 7.58 µM; hit rate 0.37% among 260,000;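 active means mean E-selectin-positive cell signal at least 10% of the positive control, reached in at least 60% of replicates, without over 20% cell loss; inconclusive means no rule given, readout overlaps actives, possibly toxicity-flagged; inactive means the rest, including those meeting only one limit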;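 further: in these data hits start at about 27%; measured in HUVEC primary endothelial cells; signal is the percent of cells scored E-selectin positive by PE staining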
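System: HUVEC, human umbilical vein endothelial cells; quantity: 3,000 cells/well; buffer or medium: EGM-2 medium, gelatin-coated wells; dosing: single-point compound dose; detection: immunofluorescence imaging; evaluation: % PE-positive cells; benchmarks: TNF-alpha, DMSO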
EWS-Fli inh: EWS/Fli-driven NR0B1 reporter inhibitors, primary screen, A673 cells, NR0B1 luciferase, luminescence, MLPCN library; AID 651661, 2012; hit rate 0.67% among 350,000; inhibition, % at 12.6 µM; viability-normalised;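 active means mean inhibition of at least 50% after viability correction, with every replicate also passing that limit; inconclusive means mean reaches 50% but only one of two replicates passes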;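 further: firefly luciferase signal divided by Alamar Blue viability fluorescence both relative to DMSO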
esBAF inh: Bmi1 luciferase reporter increase in mESCs, primary screen, esBAF inhibitor project, mouse ES cells, Bmi1 luciferase knock-in, single point; reporter increase, % at 12.5 µM; hit rate 2% among 350,000; AID 602393, 2012; 24 h; 100% = twice the neutral-well signal; in the data active means activation above about 40%; inconclusive means no clear call, values can overlap the other calls;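 further: 0% = median of the plate's neutral control wells and 100% = double that signal; a rise in the Bmi1 reporter signal indicates esBAF inhibition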
RAD52 inh: RAD52 DNA annealing inhibitors, primary screen, biochemical, FRET, single point, set 2 | DNA repair protein RAD52 homolog (Homo sapiens), P43351 | recombinant RAD52 DNA annealing, FRET fluorescence | inhibition, % at 18.7 µM | hit rate 0.46% among 360,000 | AID 651710, 2012;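 active means every replicate showing at least 50% inhibition; inconclusive means mean inhibition at least 50% but not in every replicate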
Target sequence (P43351 whole entry, looked up): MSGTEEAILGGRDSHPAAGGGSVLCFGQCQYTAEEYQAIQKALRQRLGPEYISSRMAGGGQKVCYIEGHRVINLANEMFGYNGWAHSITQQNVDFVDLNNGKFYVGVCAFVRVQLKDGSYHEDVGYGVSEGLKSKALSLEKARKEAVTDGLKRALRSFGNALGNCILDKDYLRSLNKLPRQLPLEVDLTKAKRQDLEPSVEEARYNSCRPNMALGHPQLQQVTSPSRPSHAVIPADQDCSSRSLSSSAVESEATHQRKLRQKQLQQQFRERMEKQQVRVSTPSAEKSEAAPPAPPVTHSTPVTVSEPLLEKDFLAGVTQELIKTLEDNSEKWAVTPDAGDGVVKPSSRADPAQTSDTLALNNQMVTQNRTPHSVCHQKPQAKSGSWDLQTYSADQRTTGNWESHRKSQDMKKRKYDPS
FN deposit inh: inhibitors of fibronectin matrix deposition, primary screen, AH1F cells, Alexa488-fibronectin fluorescence, plate reader. inhibition, % at 12.6 µM. AID 743247, 2014. AH1F fibroblasts, overnight. hit rate 0.086% among 350,000;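 active means mean inhibition across replicates of 30% or more, regardless of how many single replicates reach that level; inconclusive means mean under 30% yet at least half of replicates reach 30%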;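 further: positive control wells lacked labelled fibronectin entirely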
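test system = AH1F fibroblasts assembling fluorescent fibronectin matrix | quantity = 10000 AH1F cells per well | buffer or medium = DMEM plus 2% serum, read in PBS | doses = single dose, pinned | incubation = 1 h cell attachment, overnight exposure to compound and label | detection = fluorescence at 485 nm excitation, 525 nm emission | read-out basis = inhibition from reduced deposited-fibronectin fluorescence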
S100A4 inh HTS: inhibitors of S100A4-myosin IIA peptide binding, primary screen, biochemical, fluorescence polarization, TAMRA-MyoIIA peptide | Protein S100-A4 (Homo sapiens), P26447 | inhibition, % at 10.7 µM | hit rate 0.14% among 360,000;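 active means mean inhibition of at least 70% across replicates, with every replicate also reaching that level; inconclusive means mean inhibition reaches 70% but some replicates fall short; inactive means mean inhibition below 70%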
Target sequence (P26447 whole entry, looked up): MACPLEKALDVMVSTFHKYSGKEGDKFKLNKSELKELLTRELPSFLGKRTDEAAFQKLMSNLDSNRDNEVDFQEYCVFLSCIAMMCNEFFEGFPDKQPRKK
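Test system: S100A4 monomer protein. Medium: HEPES buffer with Ca2+, pH 7.2. Reagent: fluorescent myosin IIA peptide, 5 nM. Compound dosing: single-point compound testing. Timing: 5 min between mix addition and reading. Benchmarks: DMSO neutral and TFP positive wells.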
Xi reactivation: activators of inactive X chromosome reactivation, primary screen, imaging, XiGFP fibroblasts, GFP high-content imaging, set 2; hit rate 0.055% among 360,000; AID 743238, 2013; activation, % at 7.58 µM; XiGFP mouse fibroblasts, % GFP-positive cells imaging, 3 d; cells co-treated with 5-aza-dC sensitizer; scaled so ellipticine positive control = 100%;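 active means mean normalized replicate activation at least 10% and every replicate at or above 10%; inconclusive means only one of the two criteria met; inactive means mean below 10% and not all replicates reach 10%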;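 further: 0% = median of on-plate neutral control wells and 100% = ellipticine 6 µM median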
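Material: XiGFP fibroblasts, SV40-immortalized. Buffer or medium: DMEM plus 5-aza-dC sensitizer. Compound: single concentration per compound, delivered by pin transfer. Times: 3 days compound exposure. Controls: ellipticine 6 µM.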
RAD54 inh: inhibitors of human RAD54 branch migration, primary screen, biochemical, fluorescence, single point; DNA repair and recombination protein RAD54-like (Homo sapiens), Q92698; RAD54 Holliday junction branch migration, FAM/BHQ fluorescence; hit rate 0.14% among 360,000; inhibition, % at 10.4 µM;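 active means mean normalized replicate activity at least 40 and at least half of replicates scoring 40 or more; inconclusive means only one of the two criteria met; inactive means mean below 40 and under half of replicates reaching 40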;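 further: 0% = median of neutral control wells and 100% = median of positive control wells; inhibitors cause a drop in the FAM fluorescence signal; in these data hits start at about 50%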
The depositor's hits bear a star; ? = inconclusive; nt = not tested or not shown; & = joins results of further samples.

SMILES | E-sel inducer | EWS-Fli inh | esBAF inh | RAD52 inh | FN deposit inh | S100A4 inh HTS | Xi reactivation | RAD54 inh
C[C@H]1CCCCO[C@H](CN(C)S(=O)(=O)c2ccc(F)cc2)[C@@H](C)CN([C@@H](C)CO)C(=O)c2cc(NC(=O)Nc3ccc4c(c3)OCO4)ccc2O1 | -0.2 | 1 | 11 | 11 | 4 | -2 | 0.3 | -4
COc1cc(C=C2C(=O)c3ccccc3C2=O)cc(OC)c1 | nt | 1 | nt | -15 | 8 | -3 | ? | nt
CN(C)c1nnnn1-c1ccc(Cl)cc1 | -2.3 | -10 | 0 | -5 | -8 | -4 | 0.1 | nt
CN(C)c1ccc(CSc2ccccc2)cc1 | 1.9 | -58 | 76* | -2 | -2 | -1 | 0.1 | 3
O=C(c1ccccc1)N1CC(=O)N2[C@H](C1)[C@@H](c1ccc(C#CC3CC3)cc1)[C@@H]2CO | 0.0 | -6 | nt | 14 | nt | 0 | 0.0 | nt
Cc1n[nH]c(C)c1N=Nc1ccc(Br)cc1 | nt | -33 | 34 | 0 | 7 | -3 | -0.1 | 2
CCOc1ccc(C(C)=O)cc1CSc1nnc(-c2ccncc2)n1CCOC | nt | 6 | -2 | 5 | nt | -2 | -0.2 | -4
COc1ccc(-n2nc3c(c2NC(=O)Cc2cccc(C)c2)CS(=O)C3)cc1 (stereo not given) | 0.2 | 3 | 2 | -9 | -1 | -4 | 0.0 | 1
COc1ccc(NC(=O)Nc2ccc3c(c2)C(=O)N([C@@H](C)CO)C[C@@H](C)[C@@H](CN(C)Cc2ccncc2)O3)cc1 | -5.4 | 7 | -6 | 2 | nt | -5 | 0.2 | -11
CC1CCCC(NC(=O)COC(=O)CCC(=O)c2cccs2)C1C (stereo not given) | 0.1 | 1 | -2 | -8 | -2 | -16 | 0.1 | 2
Cc1ccccc1NC(=S)Nc1ccc(Br)cc1 | -0.9 | 6 | nt | -7 | 5 | -6 | 0.0 | nt
CCC(=O)N(C)C[C@H]1Oc2ncc(C#CC(C)C)cc2C(=O)N([C@@H](C)CO)C[C@H]1C | -0.1 | 3 | -3 | 7 | nt | -2 | 0.2 | 0
CC(=O)Nc1ccc2c(c1)C(=O)N(C)[C@H]1CC[C@H](CC(=O)Nc3ccc(C)cc3)O[C@@H]1CO2 | 0.1 | -5 | 2 | nt | 9 | nt | 0.3 | 13
O=S(=O)(c1cccc(C(F)(F)F)c1)N1CCC(CO)(CCCc2ccccc2)CC1 | nt | 0 | -5 | -45 | 2 | -19 | 0.0 | -6
COc1ccc(-c2cc(C)no2)cc1S(=O)(=O)N1CCCCC1 | nt | nt | -4 | -22 | -2 | 0 | 0.1 | 4
C=C(C)CNC(=O)c1ccc2nc(Cc3ccc(OC)cc3)oc2c1 | nt | -110 | 66* | -17 | -2 | 1 | 0.0 | 2
CC1(C(=O)NCc2ccccc2)CN(S(C)(=O)=O)CC(=O)N1CCc1ccccc1F (stereo not given) | 0.0 | -6 | nt | -8 | 16 | -2 | 0.4 | nt
CC(=O)c1cccc(NC(=O)CSc2nc(N3CCCCC3)nc(N3CCCCC3)n2)c1 | nt | -16 | 24 | -22 | 6 | 2 | 0.2 | -2
O=S(=O)(Cc1ccccc1)N1CCCCN2[C@H](CO)[C@H](c3ccc(C#Cc4ccccc4)cc3)[C@H]2C1 | -0.2 | 11 | nt | -19 | nt | 2 | 0.0 | 1
N=C1N(c2ccccc2)C(=S)C(=Nc2ccccc2)N1c1ccccc1 | 11 | -21 | nt | -8 | 0 | -1 | 0.1 | nt
CCC(C)NC(=O)CCS(=O)(=O)c1ccc2c(c1)n(C)c(=O)c(=O)n2C (stereo not given) | nt | 2 | -1 | -19 | 4 | 1 | -0.2 | -1
COc1ccc(-c2cnc3c(c2)C(=O)N([C@H](C)CO)C[C@H](C)[C@H](CN(C)S(C)(=O)=O)O3)cc1 | -0.3 | -17&-9 | -1&-1 | 3&-5 | -1 | 11&-4 | -1.0 | 4&20
CO[C@@H]1CN(C)C(=O)c2cc(NC(=O)Nc3ccccc3F)ccc2OC[C@@H](C)N(C(=O)Nc2ccccc2F)C[C@H]1C | 0.4 | 3 | 3 | 4 | 14 | 13 | 0.0 | 7
CN(C)C(=O)c1cccc(-c2ccc3n(c2=O)C[C@@H]2[C@@H](CO)[C@H](C(=O)NCC4CC4)N[C@H]32)c1 | 0.1 | 1 | 3 | 8 | 0 | 2 | 0.1 | -4

Given with values under each structure: 7 of the compounds above
Results follow in this order: E-sel inducer, EWS-Fli inh, esBAF inh, RAD52 inh, FN deposit inh, S100A4 inh HTS, Xi reactivation, RAD54 inh
> CC(=O)c1cccc(NC(=O)CSc2nc(N3CCCCC3)nc(N3CCCCC3)n2)c1
 : nt, -16, 24, -22, 6, 2, 0.2, -2
> O=S(=O)(Cc1ccccc1)N1CCCCN2[C@H](CO)[C@H](c3ccc(C#Cc4ccccc4)cc3)[C@H]2C1
 : -0.2, 11, nt, -19, nt, 2, 0.0, 1
> N=C1N(c2ccccc2)C(=S)C(=Nc2ccccc2)N1c1ccccc1
 : 11, -21, nt, -8, 0, -1, 0.1, nt
> CCC(C)NC(=O)CCS(=O)(=O)c1ccc2c(c1)n(C)c(=O)c(=O)n2C (stereo not given)
 : nt, 2, -1, -19, 4, 1, -0.2, -1
> COc1ccc(-c2cnc3c(c2)C(=O)N([C@H](C)CO)C[C@H](C)[C@H](CN(C)S(C)(=O)=O)O3)cc1
 : -0.3, -17&-9, -1&-1, 3&-5, -1, 11&-4, -1.0, 4&20
> CO[C@@H]1CN(C)C(=O)c2cc(NC(=O)Nc3ccccc3F)ccc2OC[C@@H](C)N(C(=O)Nc2ccccc2F)C[C@H]1C
 : 0.4, 3, 3, 4, 14, 13, 0.0, 7
> CN(C)C(=O)c1cccc(-c2ccc3n(c2=O)C[C@@H]2[C@@H](CO)[C@H](C(=O)NCC4CC4)N[C@H]32)c1
 : 0.1, 1, 3, 8, 0, 2, 0.1, -4

Other structures follow:
SMILES | E-sel inducer | EWS-Fli inh | esBAF inh | RAD52 inh | FN deposit inh | S100A4 inh HTS | Xi reactivation | RAD54 inh
CC(C)c1ccc2nc(N)sc2c1 | 0.9 | -59 | -5 | -12 | -2 | -1 | 0.0 | 3
CC(C)c1ccc(C(=O)OCC(=O)Nc2cccc(S(=O)(=O)NC3=NCCC3)c2)cc1 | -0.2 | 3 | 0 | -3 | 4 | 1 | 0.0 | -8
CO[C@H]1CN(C)C(=O)c2ccc(NC(=O)c3ccc(F)cc3)cc2OC[C@@H](C)N(C(=O)c2ccc(F)cc2)C[C@@H]1C | -0.2 | 2 | 1 | 11 | -7 | -1 | 0.0 | -13
COc1ccc(CNC(=O)CN2CCN(c3ccccc3)CC2)cc1 | 0.1 | -2 | 1 | 1 | -4 | -5 | 0.3 | 5
CCN(CC)S(=O)(=O)c1cc(NC(=O)C2CC(=O)N(Cc3ccccc3)C2)ccc1Cl (stereo not given) | nt | 24 | 5 | -8 | -1 | -2 | 0.0 | -13
C=CC(=O)Nc1cccc(Oc2ccnc(Nc3ccc(N4CCN(C)CC4)cc3)n2)c1 | -0.1 | 5 | 13 | 93* | nt | 2 | 0.0 | ?
Cc1ccc(-c2ccc(S(=O)(=O)N3CC(C)OC(C)C3)cc2)cc1 (stereo not given) | 0.0 | nt | 5 | -9 | -3 | -1 | 0.2 | 14
COc1ccccc1NS(=O)(=O)NC(=O)c1cn(C)c2ccccc12 | nt | nt | -9 | -5 | 11 | 1 | 0.0 | nt
O=C(C[C@H]1CC[C@H]2[C@@H](COC[C@@H](O)CN2Cc2nccs2)O1)NCc1ccccc1 | 0.1 | 2 | -5 | -5 | -2 | 10 | 0.2 | 6
O=C(C[C@@H]1CC[C@@H]2[C@H](COC[C@H](O)CN2Cc2ccncc2)O1)NCC1CC1 | 0.1 | -3 | -5 | 2 | 10 | -77 | 0.0 | 1
Cc1cc(N2CCCC2)ccc1NC(=O)CN1C(=O)NC2(CCCCC2)C1=O | -0.1 | -3 | -2 | -8 | -3 | -8 | -0.1 | -1
Cc1ccc(S(=O)(=O)N[C@H](C(=O)OCC(=O)N2N=C(c3ccc(Cl)cc3)CC2c2ccco2)C(C)C)cc1 (stereo not given in full) | -2.3 | 41 | nt | 24 | -3 | -6 | 0.3 | nt
O=S1(=O)N=C(Nc2ccc(O)cc2)c2ccccc21 | 0.1 | 0 | nt | -18 | 6 | 1 | 0.1 | nt
CO[C@@H]1CN(C)C(=O)c2ccc(NS(C)(=O)=O)cc2OC[C@H](C)N(C(=O)NC(C)C)C[C@@H]1C | 0.0 | 1 | -6 | 5 | -4 | 2 | 0.3 | 6
Cc1ccc(NC(=O)C2CCCN2C(=O)OC(C)(C)C)cc1C (stereo not given) | -0.8 | 8 | nt | -1 | -10 | -2 | 0.6 | nt
CNc1ccc([N+](=O)[O-])cc1 | nt | -9 | -7 | -2 | nt | -2 | nt | -4
O=C(Nc1ccc2c(c1)CCC2)c1cccc(S(=O)(=O)N2CCN(c3ccc(F)cc3)CC2)c1 | nt | nt | 8 | 8 | nt | 0 | nt | -6
C=CCS(=O)(=O)N1CCCC(N(C)CCc2ccc(OC)c(OC)c2)C1 (stereo not given) | -0.2 | 5 | -2 | -7 | -4 | -4 | 0.0 | 5
Cc1ccc(OCC(=O)O/N=C(\N)c2ccncc2)cc1C | nt | -102 | 54* | -7 | -8 | -9 | -0.1 | 10
CC(=O)c1cccc(S(=O)(=O)Nc2ccc(N3CCOCC3)cc2)c1 | 0.1 | -3 | -10 | -10 | 10 | 3 | 0.0 | 9
CN1C(=O)c2cc(NC(=O)c3cccc(F)c3)ccc2OC[C@@H]2O[C@@H](CC(=O)N3CCc4ccccc4C3)CC[C@@H]21 | 0.2 | 24 | 11 | 2 | 3 | 9 | 0.0 | 0
Cc1cc(C)c(C#N)c(N2CCC(C(N)=O)CC2)n1 | 7.8 | 12 | nt | -11 | -2 | 0 | 0.1 | nt
O=C(COC(=O)c1ccc(NC(=O)C2CC=CCC2C(=O)O)cc1)c1ccccc1 (stereo not given) | nt | -6 | 17 | -6 | 4 | 3 | 0.0 | -2
Cc1ccc(S(=O)(=O)N[C@@H]2CC[C@@H](CCn3cc(C4(O)CCCC4)nn3)O[C@@H]2CO)cc1 | -0.4 | 0 | -2 | -5 | 2 | -8 | 0.0 | 2
